sdo1 growth = growth rescue of sdo1-depleted yeast, primary screen, S. cerevisiae, bone marrow failure model; 140,000 compounds, 0.21% hits; S. cerevisiae sdo1-depleted JHY4D growth rescue, OD600 30 h; hits give high values; pdr5 snq2 efflux-pump mutant strain; z-score at 10 µM;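 active = z-score above 3 at both the 24 hr and the 30 hr optical density reads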;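 note: z-score against mean and SD of all compound wells on the same plate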
INS promoter inh = inhibitors of insulin promoter-driven GFP, primary screen, imaging, TRM-6 cells (human fetal islet line), eGFP reporter, cell count | reporter expression induced with tamoxifen | inhibition, % at 2 µM | 130,000 compounds, 0.9% hits | AID 1273, 2008;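 active = inhibition above the mean plus 3 SD, with well images judged a real hit on visual review, cut at about 60% in these data, passing the limit was not always enough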
sdo1 growth Rescue 24 h = second read-out of sdo1 growth, no call of its own (marks repeat the call); z-score; S. cerevisiae sdo1-depleted JHY4D growth rescue, OD600; measured here: growth rescue at 24 h;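 0 is the plate mean of compound wells and units are plate SD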
Numbers without * were called inactive; / = no result given; & = joins results of further samples.

nr | sdo1 growth | sdo1 growth Rescue 24 h | INS promoter inh | SMILES
1 | -0.4 | -0.55 | -12 | Cc1[nH]nc2nc(SCC(=O)NCC3CCCO3)n(-c3ccc(Br)cc3)c(=N)c12 (stereo not drawn)
2 | -0.51 | -0.62 | -12 | CCC(=O)Nc1ccc2c(c1)C(=O)c1ccccc1C2=O
3 | 0.83 | 0.24 | -223 | N#CC1=C(N)Nc2ncnn2C1c1ccc(F)cc1 (stereo not drawn)
4 | / | / | 81* | NNC(=O)CCc1ccc(S(=O)(=O)N2CCOCC2)cc1
5 | -0.12 | -0.2 | -5 | c1ccc(OCCOc2ncnc3sccc23)cc1
6 | -2.5 | -1.9 | / | CCCn1c(=O)c(C(=O)NCc2ccncc2)c(O)c2ccccc21
7 | 0.08 | -0.6 | / | C=CCn1c(-c2ccccc2OC)n[nH]c1=S
8 | -0.31 | 0.45 | -12 | O=S(=O)(NCc1cc(-c2ccccc2)no1)c1ccc(Cl)cc1
9 | -0.2 | -0.31 | 15 | Cc1c(C(=O)Nc2ccc(Cl)cc2)c2ccccn2c1C(=O)c1ccc([N+](=O)[O-])cc1
10 | -2.7 | -2 | 30 | O=[N+]([O-])c1ccc2nc(/C=C/c3ccc(Cl)cc3)[nH]c2c1
11 | -0.7 | -0.27 | / | CCc1cc(C(c2ccc(F)cc2)N2CCOCC2)c(NC(=O)c2ccccc2)s1 (stereo not drawn)
12 | 0.19 | 0.67 | / | Cc1ccc(C(=O)Nc2cccc(-c3cnc4ccccc4n3)c2)cc1
13 | -0.97 | -1.5 | / | C=CCn1c(=O)c2ccccc2n2c(SCC(=O)N3CCCc4ccccc43)nnc12
14 | -0.01 | -0.15 | 38 | CC(=O)Nc1ccc2c(c1)C(=O)N(C1CCCCC1)C2=O
15 | 0.07 | -0.17 | 17 | c1ccn2c(SCc3cn4ccsc4n3)nnc2c1
16 | 1.2 | 0.99 | 0 | CCn1c(=O)c(C(=O)NCCc2ccccc2)c(O)c2ccccc21
17 | -0.17 | -0.9 | 7 | CCn1c(SCC(=O)NC2CCCc3ccccc32)nnc1-c1ccncc1 (stereo not drawn)
18 | 0.25 | 0.67 | / | COc1ccc(C)cc1N(C(=O)c1cccc(F)c1)c1nc2ccccc2s1
19 | 1.7 | 1.6 | / | CCCCOc1ccc(/C(O)=C2/C(=O)C(=O)N(CCN(C)C)C2c2ccc(O)c(OC)c2)cc1 (stereo not drawn)
20 | 1.5 | 1.8 | -6 | Cc1cccc(CN2CCN(CC(=O)N3CCCC3)C2=O)c1
21 | -0.89 | -0.34 | 26 | CCCCn1c(=NC(=O)c2cccnc2)c(C(=O)OCC)cc2c(=O)n3ccccc3nc21
22 | -0.41 | -0.12 | 33 | Cc1cc(C(=O)COC(=O)c2ccc(N)c([N+](=O)[O-])c2)c(C)n1-c1ccc2c(c1)OCO2
23 | -0.61 | -0.86 | / | O=C(NCCc1ccccc1)C1CCN(S(=O)(=O)c2ccc(-c3nn[nH]n3)cc2)CC1
24 | / | / | -35 | COCCCNC(=S)N1CCCN(c2nc3cc(C)ccc3cc2C#N)CC1
25 | 0.14 | -0.11 | -54 | COc1ccc(S(=O)(=O)N=C2C=C(C)C(=O)C(C)=C2)cc1
26 | / | / | -35 | COc1cccc(-n2cn[nH]c2=S)c1
27 | -0.93 | -1.3 | 21 | N#Cc1c(SCC(=O)O)nc(N2CCCCC2)c2c1CCCC2
28 | -1.1 | -2.2 | -361 | O=C(NC1(C(F)(F)F)NC(=O)N(C2CCCC2)C1=O)C1CC1 (stereo not drawn)
29 | 0.56 | 0.82 | -13 | Cc1sc2c(c1C)c(=O)n(-c1ccccc1)c1nnc(C)n21
30 | / | / | -50 | Cc1ccc(-n2cc(CNCCc3cscn3)c(-c3ccc(F)cc3)n2)cc1
31 | 0.77 | 0.35 | -21 | O=C(CCN1CCN(Cc2ccccc2)CC1)Nc1cccc(Cl)c1
32 | -0.89 | -0.88 | -47 | CN1C(=O)C2(Nc3ccccc3-c3nc4ccccc4n32)c2ccccc21 (stereo not drawn)
33 | -0.22 | -0.2 | / | O=c1c2ccccc2nc2ccc(N3CCOCC3)nn12
34 | 0.46 | -0.11 | -4 | CCc1nccn1S(=O)(=O)c1ccc2ccc(C)cc2c1
35 | -1.1 | -0.87 | -68 | COc1ccc(C2CC(c3cccs3)=NN2c2ccc(C=O)cc2)cc1 (stereo not drawn)
36 | / | / | 7 | Cc1ccc(/C=C/C(=O)NC2CCS(=O)(=O)C2)cc1 (stereo not drawn)
37 | -0.4 | -0.76 | -14 | O=C(CCc1ccccc1)Nc1c(F)c(F)c(F)c(F)c1F
38 | -1.4 | -1 | 0 | N/C(=N\OC(=O)CCC1CCCCC1)c1cccnc1
39 | / | / | 43 | CCN(Cc1ccncc1)C(=O)CCc1nnc(CCC2CCCCC2)o1
40 | 1.1 | 2 | 53 | CNC(=O)CN(c1cccc(Br)c1)S(C)(=O)=O
41 | -0.79 | 0.61 | -375 | Clc1cc(Cl)c(OCc2nc(-c3ccccn3)no2)cc1Cl
42 | -0.94 | -1.4 | 31 | CC(C)CCOc1ccc(C(=O)NCCC(=O)N2CCOCC2)cc1
43 | -0.21 | -0.56 | 10 | Cc1ccc2ccccc2[n+]1CCCS(=O)(=O)[O-]
44 | 0.49 | 0.88 | / | O=C(Cc1ccccc1[N+](=O)[O-])NCc1ccc(Cl)cc1Cl
45 | 0.71 | 0.93 | 16 | CC1C(C(=O)Nc2ccccc2)CCCC1(C)C(=O)O (stereo not drawn)
46 | 1.5 | 1.8 | 24 | CN1CCN(C(=O)CN(c2cccc(Cl)c2)S(=O)(=O)c2ccccc2)CC1
47 | 0.04 | -0.38 | 15 | CNC(=O)CC1C(=O)N(Cc2ccccc2)C(=S)N1NC(=O)c1cccc(F)c1 (stereo not drawn)
48 | 0.01 | -0.28 | 7 | CCC(=O)Nc1ccccc1C(=O)NC1CCCCC1
49 | 4.4* | 3.6* | 55 | CC(C)CNC(=O)NC1C(NC(=O)NCC(C)C)N(C)C(=O)N1C (stereo not drawn)
50 | -0.89 | 0.03 | 15 | COc1ccc(COc2cc(-c3cccc(OC)c3)nc3ccc(NC(C)=O)cc23)cc1
51 | 0.38 | -0.21 | -13 | C=CCOc1ccccc1C1NC(=O)NC(C)=C1C(=O)NCc1ccccc1 (stereo not drawn)
52 | -0.21 | 1 | 19 | COCCCN(C(=O)c1ccco1)c1nc(-c2cc(OC)ccc2OC)cs1
53 | 0.4 | -0.26 | -11 | O=C(O)CCC(=O)Nc1nc(-c2ccccc2)cs1
54 | / | / | 0 | O=C(O)CC12CC3CC(C1)CC(n1cncn1)(C3)C2
55 | 2.6&0.07 | 3&0.78 | / | Cc1ccc(C)n1CCN1CCN(C(=O)CSc2nc3ccccc3nc2N2CCOCC2)CC1
56 | -0.34 | 0.23 | 0 | O=C1CCC(=O)c2oc3ccccc3c2N1
57 | -0.41 | -1.3 | / | O=C(CC1NCCNC1=O)OCCCc1ccccc1 (stereo not drawn)
58 | 0.12 | -0.08 | -56 | CN(C)C(=O)CSc1nc(SCC(=O)N(C)C)n(-c2ccccc2)n1
59 | 1.8 | 1.2 | 50 | Cc1ccc(C(=O)c2ccc(N3CCN(C)CC3)c([N+](=O)[O-])c2)cc1
60 | 0.27 | 0.35 | / | CC1=C(C(=O)Nc2ccccc2)C(c2ccncc2)C(C#N)=C(SCC(=O)NC2CC2)N1 (stereo not drawn)

(cont.)
nr | sdo1 growth | sdo1 growth Rescue 24 h | INS promoter inh | SMILES
61 | -0.16 | -0.63 | -2 | COc1cc(CCC(=O)OCC(=O)Nc2nc(C)c(Cl)cc2Cl)cc(OC)c1OC
62 | 1.1 | 0.95 | 7 | O=C(CCn1nc(-c2ccc(Cl)cc2)ccc1=O)NCCCN1CCCCCC1
63 | / | / | -43 | O=C(NN1C(=O)c2ccccc2NC1c1ccco1)c1ccccc1 (stereo not drawn)
64 | 0.4 | 0.79 | 33 | CCOc1ccc(N2CC(C(=O)NCCC3=CCCCC3)CC2=O)cc1 (stereo not drawn)
65 | -0.11 | -0.24 | / | C=CCNC(=O)c1onc(CSc2ccc(F)cc2)c1C(=O)NCCOC
66 | -0.74 | -0.66 | 38 | COc1ccccc1-c1nnc(SCC(=O)N2CCC(C)CC2)o1
67 | -1.1 | -0.76 | / | O=C1C2ON(c3ccccc3)C(c3cccnc3)C2C(=O)N1Cc1ccccc1 (stereo not drawn)
68 | 0.3 | -0.06 | 4 | O=C(N1CCOCC1)C1(c2ccc(Cl)cc2)CCCC1
69 | / | / | -488 | CC(C)NS(=O)(=O)c1ccc(OCC(=O)Nc2cccc(F)c2)cc1
70 | 0.32 | 0.25 | / | O=C(Nc1nc(-c2ccccc2)c(-c2ccccc2)s1)c1ccc(S(=O)(=O)N2CCCC2)cc1
71 | -0.98 | -0.4 | -7 | O=S(=O)(c1ccccc1F)N(Cc1ccco1)Cc1nnc(-c2ccccc2Br)o1
72 | 0.09 | -0.45 | / | COc1ccc(CNC(=O)Oc2ccccc2)cc1Cl
73 | 0.15 | -0.76 | / | CC(=O)NNc1nc(-c2ccc(NC(C)=O)cc2)cs1
74 | / | / | -22 | COc1cccc(CN2CCNC(=O)C2CC(=O)NCCc2cccc(C)n2)c1OC (stereo not drawn)
75 | -1 | -0.6 | -75 | Cc1ccc2c(c1)[nH]c1c(N3CCN(Cc4ccccc4)CC3)ncnc12
76 | -1.1 | -0.91 | / | O=c1c2ccccc2nc(-c2ccccc2)n1Cc1ccco1
77 | / | / | -20 | Cc1[nH]c2ccccc2c1CN1CCC(Cc2ccccc2)CC1
78 | 0.38 | -0.27 | / | CCOC(=O)c1cnc2c(C#N)c(C)nn2c1-c1ccccc1
79 | 0.54 | 0.58 | 34 | CC(C)c1ccc(O)c(NC(=O)c2cccnc2)c1
80 | -1 | -0.84 | -31 | Cc1ccc(-c2nc3ccccc3n3nnnc23)cc1
81 | -0.94 | -1.2 | 40 | CC(Sc1nnc(Nc2ccccc2)s1)C(=O)NC1CCCc2ccccc21 (stereo not drawn)
82 | -0.87 | -0.27 | 27 | Cc1ccc(-c2c(C(=O)NCc3ccc(F)cc3)oc(=O)c3ccccc23)cc1
83 | -0.57 | -1.2 | / | COc1ccc(OC)c(NC(=O)CSc2nnc(CNc3ccc(C)cc3C)o2)c1
84 | / | / | -12 | O=c1[nH]c(Cc2ccccn2)nc2scc(-c3ccccc3Cl)c12
85 | 0.36 | -0.26 | -19 | CC(C)C(NC(=O)CSCc1ccc([N+](=O)[O-])cc1)C(C)C
86 | 1.2 | 1 | / | CCOC(=O)N1CCN(C(=O)CCCN2C(=O)CSc3nc(C)cc(C)c32)CC1
87 | -1.7 | -1.5 | 41 | Cc1nc2c(ccc3nc(NC(=O)Cc4cccc5ccccc45)sc32)s1
88 | 1.6 | 1.2 | 0 | CCCN(CCC)S(=O)(=O)c1ccc(C(=O)NNc2nc(-c3ccccc3)c3cc(Br)ccc3n2)cc1
89 | 0.38 | 0.73 | -7 | CCCS(=O)(=O)C(=C(Nc1ccc(OC)cc1)Nc1ccc(OC)cc1)S(=O)(=O)CCC
90 | -0.43 | -0.55 | / | CCOC1(OCC)C(c2ccc(N)cc2)C(C#N)(C#N)C1(OCC)OCC (stereo not drawn)
91 | 0.62 | -0.2 | / | CSc1cccc(NC(=O)CN2C(=O)c3ccccc3S2(=O)=O)c1
92 | / | / | -31 | Cc1ccc(/C=C/S(=O)(=O)NCc2ccc(F)cc2)cc1
93 | -0.95 | -1.4 | 45 | Cc1ccc(/C=C/C(=O)Nc2ccc(Oc3ccccc3)cc2)o1
94 | -0.87 | -0.77 | 19 | CCOC(=O)C1=C(c2ccccc2)NC(SCC(=O)Nc2ccccc2C)=C(C#N)C1c1ccco1 (stereo not drawn)
95 | -0.82 | -0.34 | 3 | Cc1ccc(CSC2=Nc3ccccc3C3=NC(CC(=O)NCc4ccco4)C(=O)N23)cc1 (stereo not drawn)
96 | 0.9 | 0.87 | 6 | Cc1ccc(Nc2nc(N)nc(CSCCO)n2)cc1
97 | / | / | 48 | COc1ccc(CN2CCN(C(=O)C3CCN(S(=O)(=O)c4cccs4)CC3)CC2)c(OC)c1OC
98 | 0.71 | 0.05 | -71 | O=C(NCC(=O)N(CC1CCCO1)C1(C(=O)NC2CCCC2)CCCCC1)c1ccccc1 (stereo not drawn)
99 | -0.86 | -1.3 | -29 | CN1CCN(C(=O)c2cc3nc(-c4ccccc4)cc(-c4ccccc4)n3n2)CC1
100 | 0.43 | -0.43 | 8 | CCC(Oc1ccccc1)C(=O)N1CCC(C(N)=O)CC1 (stereo not drawn)
101 | 1.1 | 0.71 | 62 | CC(C)CCN1C(=O)c2ccc(C(=O)NCC3CCCO3)cc2C1=O (stereo not drawn)
102 | 0.54 | 0.17 | 43 | O=C(O)c1cc(C2CC2)nc2ccccc12
103 | / | / | 44 | O=S(=O)(NCc1cc(-c2ccccc2)no1)c1ccccc1
104 | -0.22 | -0.12 | -306 | CCc1ccccc1N(CC(=O)Nc1cccc(N(C)S(C)(=O)=O)c1)S(C)(=O)=O
105 | 0.18 | 0.07 | -100 | CCc1nnc(N2CCN(c3ncnc4c3oc3ccccc34)CC2)s1

Screens from PubChem BioAssay.
